TRHR ag = qHTS for Small Molecule Agonists and Allosteric Enhancers of Human TRH Receptor: Primary Screen for Agonists. Thyrotropin-releasing hormone receptor (Homo sapiens), P34981. TRHR cells, calcium flux fluo-8, FDSS agonist mode. activation, % at 2 µM. hit rate 0.18% among 360,000. AID 493084, 2011; in the data active = activation above about 30%; also: 0% is about no effect
Target sequence (P34981 whole entry, looked up): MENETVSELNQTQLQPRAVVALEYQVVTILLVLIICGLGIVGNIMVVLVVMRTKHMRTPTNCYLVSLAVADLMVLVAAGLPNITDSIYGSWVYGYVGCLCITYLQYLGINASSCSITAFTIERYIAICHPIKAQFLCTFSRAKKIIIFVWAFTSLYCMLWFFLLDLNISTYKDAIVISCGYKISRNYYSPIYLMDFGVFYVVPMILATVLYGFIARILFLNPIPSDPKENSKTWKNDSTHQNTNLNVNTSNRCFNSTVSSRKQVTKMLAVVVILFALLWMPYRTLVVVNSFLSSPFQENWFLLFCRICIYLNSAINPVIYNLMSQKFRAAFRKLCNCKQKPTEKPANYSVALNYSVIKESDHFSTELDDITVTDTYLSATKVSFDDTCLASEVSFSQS
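Agonist-mode FDSS calcium read (Ex 480/Em 530, 1 s cycles) in 1536-well TRHR cells with fluo-8 dye, after 10-cycle baseline and 23 nL compound addition; TRH at EC20 (10 nM final) added afterwards for the enhancer phase.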
Pin1 inh = qHTS Assay to Find Inhibitors of Pin1; Potency, µM (top dose mostly 115 µM), for inactives: at the highest dose activity, negative = inhibition, most hits filed as inhibitors; Peptidyl-prolyl cis-trans isomerase NIMA-interacting 1 (Homo sapiens), Q13526; hit rate 0.009% among 390,000; Pin1 FP peptide displacement, HiFluor488, 10 min; active = well fitted inhibition curve with a large enough effect in the polarisation, with a control signal flat, not every such curve was filed as active; inconclusive = small, poorly fitted or top-dose-only effect, or effect the other way, or a change in a side signal; inactive = no such curve, though single readings can be large or run the other way; the % refers to the polarisation; also: potency is read from the fitted curve at half-maximal effect; % is scaled to controls: 0 for no effect and ±100 for the full control effect
Target sequence (Q13526 whole entry, looked up): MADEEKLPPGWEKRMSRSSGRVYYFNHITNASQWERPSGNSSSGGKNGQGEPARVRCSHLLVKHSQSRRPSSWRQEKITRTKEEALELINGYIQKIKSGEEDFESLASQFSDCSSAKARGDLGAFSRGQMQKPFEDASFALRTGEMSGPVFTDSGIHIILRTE
D2 agonist = HTS Assay for Allosteric Agonists of the Human D2 Dopamine Receptor: Primary Screen for Agonists | HEK293 T-REx D2 cells, calcium flux agonist mode | activation, % at 2 µM | D(2) dopamine receptor (Homo sapiens), P14416 | hit rate 0.53% among 340,000;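 active = activation over 3 SD above normal in the single-dose calcium agonist read, cut at about 30% in these data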; also: 0% is about no effect
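Agonism is scored from calcium flux in a force-coupled, inducible HEK293 cell line expressing D2, read kinetically for 180 s after compound addition against dopamine controls.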
D2 antagonist = HTS Assay for Allosteric Antagonists of the Human D2 Dopamine Receptor: Primary Screen for Antagonists | D(2) dopamine receptor (Homo sapiens), P14416 | HEK293 TREx D2 cells, calcium flux, dopamine EC80 | inhibition, % at 10 µM | hit rate 2% among 340,000; in the data active = inhibition above about 30%; also: 0% is about no effect
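Tetracycline-induced HEK293 T-REx cells expressing D2 force-coupled to calcium signalling were dye-loaded, exposed to compound for 180 s, then challenged with an EC80 of dopamine; calcium flux was followed kinetically for a further 180 s.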
mIDH1 inhibitor = qHTS for Inhibitors of mutant isocitrate dehydrogenase 1 (IDH1): qHTS; IDH1-R132H enzyme, NADPH consumption, diaphorase/resazurin fluorescence; Isocitrate dehydrogenase [NADP] cytoplasmic (Homo sapiens), O75874; hit rate 0.093% among 390,000; AID 602179, 2012; Potency, µM (series often up to 76.6 µM), for the others: at the highest dose activity change, negative = inhibition, hits mostly inhibitors; also: potency is read from the fitted curve at half-maximal effect; % is scaled to controls: 0 for no effect and ±100 for the full control effect; nearly all actives have a fitted effect of over 65% in size
Target sequence (O75874 whole entry R132H, stated change not applied): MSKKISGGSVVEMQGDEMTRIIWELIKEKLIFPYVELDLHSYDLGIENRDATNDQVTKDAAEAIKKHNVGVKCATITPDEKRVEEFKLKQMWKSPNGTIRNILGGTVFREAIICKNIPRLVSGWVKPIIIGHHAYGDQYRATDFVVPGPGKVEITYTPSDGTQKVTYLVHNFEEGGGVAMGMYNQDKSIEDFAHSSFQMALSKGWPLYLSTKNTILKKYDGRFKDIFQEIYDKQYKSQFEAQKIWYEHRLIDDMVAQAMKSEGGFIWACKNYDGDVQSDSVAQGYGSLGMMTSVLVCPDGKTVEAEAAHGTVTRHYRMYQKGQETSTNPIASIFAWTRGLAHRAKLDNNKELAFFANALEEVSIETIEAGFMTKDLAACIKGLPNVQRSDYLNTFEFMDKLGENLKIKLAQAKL
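IDH1-R132H (0.5 ug/mL dispensed) in pH 7.5 Tris buffer was preincubated 30 min with compound, then given a substrate mix of 0.016 mM NADPH and 2 mM alpha-KG for 80 min at room temperature; remaining NADPH was read by diaphorase/resazurin fluorescence.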
TrxR1 substrate = qHTS Assay for Substrates of Mammalian Selenoprotein Thioredoxin Reductase 1 (TrxR1): qHTS; Thioredoxin reductase 1, cytoplasmic (Rattus norvegicus), O89049; purified TrxR1 substrate turnover, NADPH consumption readout; Potency, µM (doses to about 114 µM), for the others: at the top dose activity change, negative = substrate turnover; hit rate 0.01% among 390,000; AID 588456, 2011; also: potency is read from the fitted curve at half-maximal effect; % is scaled to controls: 0 for no effect and ±100 for the full control effect; nearly all actives have a fitted effect of over 50% in size
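Rat TrxR1, dispensed at 90 nM, was prereduced with 400 uM NADPH (final) for 5 min at ~22 deg C, then incubated with compound 15 min before 400 uM selenite. A first-read NADPH fluorescence drop versus no-compound background flagged substrates.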
USP1 inh = Inhibitors of USP1/UAF1: Primary Screen; AID 743255, 2014; recombinant USP1/UAF1, Ub-Rhodamine cleavage fluorescence; Potency, µM (series often up to 57.1 µM), without a hit: at the highest dose activity change, negative = inhibition, most hits filed as inhibitors; hit rate 0.23% among 390,000; also: potency is read from the fitted curve at half-maximal effect; % is scaled to controls: 0 for no effect and ±100 for the full control effect; nearly all actives have a fitted effect of over 60% in size; inactives centre near -12
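USP1/UAF1 complex at 1 nM was preincubated with compound for 15 min at room temperature, then Ub-Rho substrate (150nM final) was added. Fluorescence (480/540 nm) was read kinetically, 6 reads every 60 seconds.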
TrxR1 inh = qHTS Assay for Inhibitors of Mammalian Selenoprotein Thioredoxin Reductase 1 (TrxR1): qHTS. hit rate 1% among 390,000. Potency, µM (top dose mostly 114 µM), for the others: at the highest dose activity change, negative = inhibition, usual class: inhibitors. recombinant rTrxR1, NADPH fluorescence consumption, selenite substrate; also: potency is read from the fitted curve at half-maximal effect; % is scaled to controls: 0 for no effect and ±100 for the full control effect; nearly all actives have a fitted effect of over 65% in size
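Rat TrxR1 (90 nM in the dispensed reagent) was pre-reduced with 400 uM NADPH for 5 min at room temperature, then incubated with compound for 15 min. After 400 uM selenite was added, NADPH fluorescence (Ex 340/Em 450 nm) was followed for 8 min.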
TRHR PAM = qHTS for Small Molecule Agonists and Allosteric Enhancers of Human TRH Receptor: Primary Screen for Enhancers. TRHR cells, fluo-8 calcium fluorescence, EC20 TRH enhancement. enhancement, % at 2 µM. hit rate 0.66% among 360,000. AID 493056, 2011; in the data active = enhancement above about 30%; also: 0% is about no effect
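TRHR-expressing cells loaded with fluo-8 calcium dye were read kinetically (ex 480/em 530) during compound addition, then stimulated with an EC20 of TRH (10 nM final). Enhancement of the Gq-mediated intracellular calcium response was scored.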
* = called active by the depositor; ? = inconclusive; . = no result given; [ ] = dose if it differs, or a comment. Unless noted, calls follow the shape of the dose curve; as a rule, active = well fitted inhibition curve with a large enough effect; inconclusive = small, poorly fitted or top-dose-only effect; inactive = no such curve, though single readings can be large or run the other way. Some of the compounds tested. The share of hits here may be higher or lower than overall.

SMILES	TRHR ag	Pin1 inh	D2 agonist	D2 antagonist	mIDH1 inhibitor	TrxR1 substrate	USP1 inh	TrxR1 inh	TRHR PAM
O=C(CCS(=O)(=O)c1ccc(Br)cc1)N1CCN(c2ccccc2F)CC1	-0.3	-6%	.	.	6%	7%[57.1 µM]	-3%	7%[57.1 µM]	-7
CCOc1ccc(NCc2nnc(SCC(=O)Nc3cc(C)on3)n2-c2ccc(OC)cc2)cc1	-1.0	-3%	-0.2	-7	7%	4%[57.1 µM]	-10%	-5%[57.1 µM]	6
NNC(=O)CCc1c[nH]c2ccccc12	-0.6	5%	-0.8	-2	-3%	5%	-12%	15%[0.457 µM]	11
CC1=C(C)Cc2c(OC(=O)c3ccccc3)ccc(OC(=O)c3ccccc3)c2C1	0.5	.	1.6	20	.	.	.	.	-3
CCCCN1CC(=O)N2[C@H](c3ccc(OC)cc3)[C@@H]3C(=O)N(CC)C(=O)[C@@H]3[C@]2(C)C1=O	0.9	-11%	-1.2	-14	-11%	12%[57.1 µM]	-9%	29%	-2
Cc1cccc(NC(=O)CSc2nc(COc3ccccc3)nc3ccccc23)c1C	0.1	2%	.	.	-2%	6%	?	18%	-3
Nc1nc(SCC(=O)NC2CCCC2)[nH]c(=O)c1-c1ccccc1	0.2	.	-0.3	-1	.	.	.	.	-5
CCSc1nnc(NC(=O)C2Cc3ccccc3CN2C(=O)c2ccco2)s1 (configuration not stated)	0.2	-16%	-0.5	6	-2%	-2%	-14%	32µM*	-5
O=C(N1CCN=C1SCc1cccnc1)C12CC3CC(CC(C3)C1)C2	-0.6	1%	-0.4	-4	1%	2%	-12%	13%	4
COc1cccc2cc(C(=O)NCc3ccc(C)cc3)c(=O)oc12	0.2	-5%	-0.3	6	4%	1%	-11%	7%	-2
CCCCNC(=O)Nc1nnc(-c2ccccc2)o1	-1.1	3%	0.4	14	1%	31%[57.1 µM]	-13%	43%[activator][57.1 µM]	0
CC(=O)N1CC=CC1(C)C(=O)O (configuration not stated)	0.6	-8%	-0.4	-4	-5%	2%	6%	-10%	5
Cc1ccc(N(CC(=O)O)S(C)(=O)=O)cc1Cl	0.5	6%	-0.4	-8	6%	-1%[57.1 µM]	0%	3%[57.1 µM]	2
CC(C)c1ccc(OCC(=O)Nc2ccccc2C(=O)N2CCOCC2)cc1	-0.7	0%	-1.1	0	5%	-1%	-8%	-2%	-2
CC(=O)Oc1ccc(-c2cccc(C(=O)NCC(=O)O)c2)cc1	0.4	0%	-0.2	9	-11%	4%	-17%	13%	-3
CCc1ccc(S(=O)(=O)c2cn(Cc3ccc(OC)cc3)c3cc(OC)c(OC)cc3c2=O)cc1	0.5	13%	0.6	.	-8%	6%	1%	7%	0
CC(C)(C)OC(=O)C[C@@H]1C/C=C\C[C@@H](CC(=O)N[C@@H](CO)Cc2ccccc2)C(=O)N2CCC[C@H]2COC1=O	.	0%	.	.	5%	13%	-24%	24%	.
COc1cccc(-c2nc3c(C#N)c[nH]n3c2NC2CCCC2)c1OC	-0.1	9%	2.7	.	2%	0%	-32%	21%	-8
O=C(Cn1cnnn1)NCc1ccccc1	-2.8	-4%	-0.5	-5	4%	23%	?	-4%	10
Cc1ccc(-c2nn(-c3ccccc3)cc2/C=N/NC(=O)CSc2nnc(C)n2-c2ccccc2)cc1	0.1	6%	.	.	1%	-2%	-19%	8%	-4
CCOc1ccc(Cl)cc1CNCCNCC(C)O (configuration not stated)	0.7	-3%	-0.4	29	4%	2%[57.1 µM]	-6%	-7%	-1
CCN(CC)C(=O)[C@H]1C[C@H](CC(=O)NCCN2CCOCC2)C(=O)N2CCc3c([nH]c4ccc(Cl)cc34)[C@]12C	.	-1%	.	.	9%	6%	-29%	13%	.
CCOc1ccccc1NC(=O)CN(c1cc(C)cc(C)c1)S(=O)(=O)c1c(C)nn(C)c1C	0.1	?	-0.2	.	?	0%[57.1 µM]	-7%	3%[57.1 µM]	-1
O=C(NC1CC(=O)N(c2ccccc2)C1)C(=O)c1c[nH]c2ccccc12 (configuration not stated)	-0.6	4%	-0.3	.	-1%	-2%	0%	8%	5
CCOC(=O)C(NCCc1ccccc1)(NC(C)=O)C(F)(F)F (configuration not stated)	-0.3	-1%	5.2	-3	2%	-14%	-6%	-13%	-2

Profiles, quoted from the list:
Cc1cccc(NC(=O)CSc2nc(COc3ccccc3)nc3ccccc23)c1C reads TRHR ag: 0.1; Pin1 inh: 2%; D2 agonist: .; D2 antagonist: .; mIDH1 inhibitor: -2%; TrxR1 substrate: 6%; USP1 inh: ?; TrxR1 inh: 18%; TRHR PAM: -3
O=C(CCS(=O)(=O)c1ccc(Br)cc1)N1CCN(c2ccccc2F)CC1 reads TRHR ag: -0.3; Pin1 inh: -6%; D2 agonist: .; D2 antagonist: .; mIDH1 inhibitor: 6%; TrxR1 substrate: 7%[57.1 µM]; USP1 inh: -3%; TrxR1 inh: 7%[57.1 µM]; TRHR PAM: -7
CC(C)c1ccc(OCC(=O)Nc2ccccc2C(=O)N2CCOCC2)cc1 reads TRHR ag: -0.7; Pin1 inh: 0%; D2 agonist: -1.1; D2 antagonist: 0; mIDH1 inhibitor: 5%; TrxR1 substrate: -1%; USP1 inh: -8%; TrxR1 inh: -2%; TRHR PAM: -2

(continued)
SMILES	TRHR ag	Pin1 inh	D2 agonist	D2 antagonist	mIDH1 inhibitor	TrxR1 substrate	USP1 inh	TrxR1 inh	TRHR PAM
O=C(O)C(=O)Nc1ccc(NC(=O)C(c2ccccc2)c2ccccc2)cc1	0.6	-12%	-1.2	4	-10%	1%	-23%	15%	4
CCCCCCn1c(N(CC)CC)nc2c1c(=O)[nH]c(=O)n2C	0.9	37%[activator]	-1.2	-9	9%	12%[57.1 µM]	-9%	7%[57.1 µM]	1
Cc1noc(C)c1C(=O)Nc1nnc(-c2ccccc2)s1	0.7	-2%	0.1	-2	-2%	-5%	10%	-2%	5
Cc1nc(Nc2ccc(Cl)cc2)cc(-c2ccccc2)n1	3.0	5%	4.2	.	0%	14%	?	22%	1
CC(O)c1cccc(NC(=O)C2CCCCC2)c1 (configuration not stated)	1.7	5%	-0.3	-6	7%	1%	-3%	4%	5
Cc1nn(-c2ccccc2)c(C)c1/C=C/C(=O)OCC(=O)Nc1ncc(C(F)(F)F)cc1Cl	-0.5	?	-0.4	15	-5%	3%	-12%	4%	-1
O=C(COC(=O)CCc1ccccc1)NCc1ccc2c(c1)OCO2	.	0%	.	.	2%	2%	-9%	10%	.
N#Cc1c(Nc2ccccc2)[n+]([O-])c2ccc(Cl)cc2[n+]1[O-]	.	-6%	.	.	9%	17%	-19%	6%	.
CC(C)Cn1c(O)c(/C=C2\C=NN=C2c2ccccc2)sc1=S	0.2	-1%	1.2	7	3%	-12%	-16%	-13%	-4
O=C(NN1CCOCC1)c1cc(-c2ccc(Br)s2)nc2ccccc12	0.2	18%	0.1	7	-5%	19%	-16%	22%	-4
CCC(CO)NCC#Cc1ccccc1 (configuration not stated)	0.1	-2%	.	.	5%	-2%[57.1 µM]	-9%	27%[57.1 µM]	0
CCc1ccc2[nH]c(C(=O)Nc3ccc(Br)c(C)n3)cc2c1	0.6	13%	-0.2	-8	0%	-7%	-24%	-12%	8
CCC1(C)CC(=O)N(c2ccc(C(=O)O)c(O)c2)C1=O (configuration not stated)	0.1	0%	0.4	4	4%	39%[activator][57.1 µM]	0%	13%[57.1 µM]	-8
Cc1ccc(C(=O)OCC(=O)Nc2ccc(S(N)(=O)=O)cc2)c(O)c1	0.5	7%	2.0	-1	3%	11%	-15%	19%	19
C/C(=N/NC(=O)CSCc1ccc(Cl)cc1)c1cccc(NC(=O)c2ccccc2)c1	-0.6	0%	0.0	-17	5%	14%	-26%	25%	10
O=C(CSc1ncnc2c1oc1ccccc12)N1CCc2ccccc2C1	0.8	.	-1.4	-12	.	.	.	.	2
Cc1cc(Br)c2c(c1)/C(=C/C(=O)c1cccs1)C(=O)N2	0.5	-4%	.	.	-7%	8%[57.1 µM]	-20%	17%[57.1 µM]	4
COC(=O)c1c(N2C(=O)[C@H]3[C@@H](C2=O)[C@]2(C(=O)Nc4c2ccc(C)c4C)N2CCC[C@@H]32)sc(C)c1C	1.3	?	5.4	-3	0%	-6%	-18%	-21%	2
O=c1c2sccc2n(Cc2ccc(F)cc2)c(=O)n1-c1ccc(F)cc1	0.4	2%	1.5	27	2%	-8%	-20%	-12%	-1
FC(F)(F)c1ccccc1NC(=S)N1CCN(c2ccccn2)CC1	0.9	2%	41*	-8	0%	6%	-22%	0%	-3
O=C(NCCCN1CCCC1=O)c1csc2ccccc12	-0.5	-4%	-0.3	-1	2%	4%	-15%	14%	-3
CCOC(=O)c1cccc(P(=O)(C(C)(C)C)C(C)(C)C)c1	-0.4	0%	0.3	4	-1%	-7%	-2%	4%	0
Nc1ccc2c(O)cc(S(=O)(=O)O)cc2c1	.	?	.	.	31%[activator]	47%[activator]	?	?	.
Cc1cc(N2CCN(C)CC2)nc(=S)[nH]1	0.7	8%	0.5	14	4%	-1%[57.1 µM]	-19%	-7%[57.1 µM]	4

Screening results from PubChem.
